DNMT1 inh = inhibitors of human DNMT1. DNMT1 molecular beacon, Hinp1I cleavage, fluorescence. inhibition (reported as % activation of signal), % at 10 µM. 360,000 compounds, 0.83% hits. AID 588458; in the data active = inhibition above about 50%
TbMetRS inhib = Trypanosoma brucei MetRS inhibition. inhibition, % at 11.9 µM. AID 624268. 360,000 compounds, 0.4% hits. purified T. brucei MetRS, ATP depletion, Kinase-Glo luminescence;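 active = inhibition above a per-plate cutoff of the control wells' mean inhibition plus 3 SD, cut at about 5.5% in these data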;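 note: 0% = DMSO wells median and 100% = median of wells with control inhibitor compound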
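Measured by: Kinase-Glo luciferase luminescence reporting remaining unconsumed ATP. Material: purified T. brucei MetRS enzyme. Doses: 11.9 µM compound single dose, 0.9% DMSO. Medium: HEPES buffer containing pyrophosphatase, BSA, spermine, DTT. Times: 15 min preincubation, 2 h reaction, all 25 °C. Reagent: methionine, ATP and bulk E. coli tRNA.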
SUMO1 PPI mod = modulators of human SUMO1-mediated protein-protein interactions | P63165 | SUMO1 binding to a labelled peptide, TR-FRET, 1 h | inhibition, % at 20 µM | 360,000 compounds, 0.33% hits | AID 602429; in the data active = inhibition above about 37%
Target sequence (P63165 whole entry, looked up): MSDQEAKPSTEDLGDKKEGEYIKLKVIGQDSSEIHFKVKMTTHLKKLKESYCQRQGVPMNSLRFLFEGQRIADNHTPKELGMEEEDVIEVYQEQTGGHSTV
NRP1-CendR mod = modulators of CendR peptide binding to human neuropilin-1. FAM-RPARPAR peptide binding to NRP-1, fluorescence polarization. inhibition, % at 25 µM. 360,000 compounds, 0.85% hits;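 active = inhibition or corrected inhibition above about 18%, plus a signal ratio from 0.5 to 1.5, limit read from the data, passing the limit was not always enough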; note: strong numbers were not always called active
Scp-1 inhibitor = Scp-1 (human) phosphatase inhibition; Recombinant Scp1, phosphopeptide, malachite green phosphate absorbance; inhibition, % at 20 µM; AID 493091; Q9GZU7; 340,000 compounds, 0.88% hits;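 active = inhibition above about 50% at 20 µM, limit read from the data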;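 note: plate controls were DMSO wells with enzyme for no effect and wells lacking enzyme for full effect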
Target sequence (Q9GZU7 76-261 limits assumed): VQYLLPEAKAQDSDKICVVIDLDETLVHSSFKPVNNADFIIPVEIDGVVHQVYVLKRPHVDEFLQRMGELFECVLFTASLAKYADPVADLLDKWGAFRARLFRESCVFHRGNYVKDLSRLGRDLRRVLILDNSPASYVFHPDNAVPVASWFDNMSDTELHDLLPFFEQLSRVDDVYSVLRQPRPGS
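Test system – truncated SCP-1 phosphatase (76-261aa) · Reagent – Phosphorylated 17-residue peptide substrate · Incubation – 45 min room-temperature reaction, 5 min colour, 30 min stabiliser · Detection – colorimetric phosphate reagent with accelerator and stabiliser, absorbance at 630 nm · Measure – % inhibition at 20 µM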
LMPTP inh = blocks human LMPTP phosphatase; recombinant LMPTP-A, OMFP fluorogenic substrate, fluorescence intensity; inhibition, % at 20 µM; 360,000 compounds, 0.22% hits; AID 651560;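 active = compounds that cut the enzyme signal by at least half of the control window in the single-dose screen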;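 note: plate controls were DMSO wells with enzyme plus substrate for no effect and substrate without enzyme for full effect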
Target sequence (P24666 whole entry, looked up): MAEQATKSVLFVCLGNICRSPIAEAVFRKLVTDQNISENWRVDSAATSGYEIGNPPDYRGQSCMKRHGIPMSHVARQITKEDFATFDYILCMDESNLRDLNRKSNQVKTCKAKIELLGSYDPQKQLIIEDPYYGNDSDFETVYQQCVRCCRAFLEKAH
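Assay system: LMPTP-A enzyme. Input: 0.625 nM LMPTP-A final. Probe or stimulus: 400 µM OMFP. Compound dosing: single 20 µM dose. Schedule: 50 min dark incubation at room temperature. Detection: fluorescence intensity of OMFP turnover product. Read-out: percent inhibition versus substrate-only and uninhibited controls. Benchmarks: no-enzyme low control, uninhibited high control.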
STEP inh = STEP (human) phosphatase inhibition; recombinant STEP, OMFP fluorogenic substrate, fluorescence; inhibition, % at 20 µM; 360,000 compounds, 0.25% hits; AID 588621;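 active = inhibition at 20 µM, scaled per plate between control wells, above about 37%, limit read from the data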;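 note: 0% = DMSO with enzyme and substrate and 100% = substrate only without enzyme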
Target sequence (P54829 whole entry, looked up): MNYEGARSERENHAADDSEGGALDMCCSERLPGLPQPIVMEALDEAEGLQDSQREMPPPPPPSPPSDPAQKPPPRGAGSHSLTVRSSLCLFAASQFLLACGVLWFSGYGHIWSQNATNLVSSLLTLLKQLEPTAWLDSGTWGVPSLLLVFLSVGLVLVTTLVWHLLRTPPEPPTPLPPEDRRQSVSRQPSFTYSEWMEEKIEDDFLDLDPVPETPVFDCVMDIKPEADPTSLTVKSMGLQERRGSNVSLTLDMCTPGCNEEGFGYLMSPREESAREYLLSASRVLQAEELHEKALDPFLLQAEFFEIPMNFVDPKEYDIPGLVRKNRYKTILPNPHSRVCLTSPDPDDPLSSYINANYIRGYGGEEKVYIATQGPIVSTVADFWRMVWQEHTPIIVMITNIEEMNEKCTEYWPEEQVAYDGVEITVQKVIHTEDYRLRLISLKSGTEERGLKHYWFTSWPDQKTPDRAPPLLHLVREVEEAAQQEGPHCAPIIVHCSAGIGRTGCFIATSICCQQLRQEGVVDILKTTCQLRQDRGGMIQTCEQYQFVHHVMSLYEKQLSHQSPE
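Material: STEP (striatal-enriched tyrosine phosphatase) enzyme, cell-free | Medium: 50 mM Bis-Tris pH 6.0 with 2.5 mM DTT and 0.005% Tween 20 | Read-out: Percent inhibition scaled to no-enzyme and uninhibited-enzyme controls, plate-pattern corrected | Signal: Fluorescence read at 480 nm ex / 540 nm em | Times: 20 min reaction, room temperature, in the dark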
MsrA act = activates bovine MsrA enzyme; AID 602163; purified bovine MsrA, absorbance read-out; activation, % at 10.6 µM; 360,000 compounds, 0.3% hits; in the data active = activation above about 7.5%;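 note: 0% = vehicle and 100% = reference activator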
E coli Lon inh = inhibits E. coli Lon protease. P0A9M0. purified E. coli Lon protease, fluorescence polarization. inhibition, % at 7.94 µM. AID 602123. 360,000 compounds, 0.42% hits; in the data active = inhibition above about 13%, passing the limit was not always enough;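 note: 0% = enzyme with probe and DMSO and 100% = no enzyme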
MsrA inh = bovine MsrA inhibition; purified bovine MsrA, absorbance read-out; inhibition, % at 15.5 µM; 360,000 compounds, 0.75% hits; AID 651718; in the data active = inhibition above about 4.5%;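 note: 0% = vehicle wells with enzyme and 100% = reference inhibitor wells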
* marks the source's active call; other numbers are inactive results; i = inactive; nt = no result given.

SMILES	DNMT1 inh	TbMetRS inhib	SUMO1 PPI mod	NRP1-CendR mod	Scp-1 inhibitor	LMPTP inh	STEP inh	MsrA act	E coli Lon inh	MsrA inh
CCC(C)Sc1cccc(-c2nc3ccccn3c2NCc2ccccc2)c1 (stereo unspecified)	-8	0.5	3	5	8	8.2	3	0	-1	1.2
CCCCNC(=O)C1CC(=O)N(CCc2ccccc2)C1 (stereo unspecified)	0	-0.6	1	-10	-7	-1.7	4	-3	-1	0.2
C[n+]1ccc(C(=O)Nc2ccccc2Cl)cc1	3	-2.1	-10	18	98*	-1.1	-3	-4	3	-0.7
CCCS(=O)(=O)NCCc1cc2ccc(OC)cc2[nH]c1=O	3	-0.6	3	4	-13	0.5	-2	-3	15	1.3
Cn1c(SCC(=O)N2CCN(c3ccccc3)CC2)nnc1-c1ccccc1	-2	-0.3	-1	-8	8	0.6	0	-3	10	-0.2
CCN(C(=O)COC(=O)/C=C/c1nc2ccccc2s1)c1c(N)n(Cc2ccccc2)c(=O)[nH]c1=O	4	-0.4	-32	4	34	1.2	0	-9	-9	1.7
CS(=O)(=O)N(CC(=O)N1CCN(c2ccc(F)cc2)CC1)c1ccc(F)c(Cl)c1	3	-1.0	0	13	-6	-0.5	0	-4	-6	-0.6
CC(NC(=O)Nc1ccc(Cl)cc1)C1CCCO1 (stereo unspecified)	0	-0.1	1	-8	-1	-1.7	-2	-6	2	0.2
COc1ccc(Nc2nnc(SCC(=O)NC3CC3)s2)cc1	1	0.2	-3	1	-4	-1.2	-3	-2	2	0.8
O=C(Nc1ccccc1)Nc1c(F)cccc1F	-3	-0.3	4	5	3	1.5	2	-9	-8	-0.7
COc1ccccc1CC(=O)Nc1cc(S(=O)(=O)N2CCOCC2)ccc1N1CCOCC1	1	0.0	0	-2	-5	-0.5	-3	-1	0	1.8
COc1cccc(/C=N/NC(=O)c2ccc(CN3c4cccc5cccc(c45)S3(=O)=O)cc2)c1	-5	-1.6	0	6	-2	-1.4	2	-7	-7	0.2
CCOC(=O)N1CCN(C(=O)c2ccc3c(c2)N(Cc2cccc(Cl)c2)C(=O)c2ccccc2S3=O)CC1 (stereo unspecified)	0	-1.1	2	3	-1	0.6	0	-4	3	1.3
CCCCn1nc(C(=O)Nc2ccc3c(c2)OCCO3)c2ccccc2c1=O	-7	0.3	-7	5	-3	2.1	0	1	-10	-0.4
O=C(Nc1ccnn1C1CCN(CC(O)CO)CC1)C1CCCC1 (stereo unspecified)	0	0.1	5	-5	-13	-0.6	5	-5	-4	0.3
Cc1oc2cc3oc(=O)c(CCC(=O)NCCC(=O)O)c(C)c3cc2c1C	3	0.1	14	-15	5	0.0	-1	-2	-7	3.5
CC1=C(C(=O)Nc2ccc(C(=O)N3CCN(c4cccc(Cl)c4)CC3)cc2)SCCO1	-3	-0.8	-3	13	-3	-0.8	1	-12	-11	0.4
Nc1nnc(SCC(=O)NN2C(=O)NC3(CCCCC3)C2=O)s1	0	0.1	-3	0	-3	-0.2	-1	-1	-6	1.5
COc1ccc(N(CC(=O)N2CCCCCC2)S(=O)(=O)c2ccccc2[N+](=O)[O-])c(OC)c1	-4	0.0	-7	-8	31	-0.8	0	-3	1	-0.9
FC(F)(F)c1cccc(-c2nn[nH]n2)c1	1	-0.6	-1	0	-5	-1.6	1	-3	11	-1.1
Cc1ccc(C(=O)NCCCN2CCOCC2)c(Cl)c1	1	-0.3	2	-1	0	-1.1	0	-2	-6	1.0
O=C(COC(=O)Cc1ccc(Br)cc1)Nc1ccc(N2CCOCC2)cc1	3	0.2	0	5	-5	-1.5	2	-1	8	0.8
Cc1nnc(SCC(=O)N2CCN(S(=O)(=O)c3ccccc3)CC2)n1Cc1ccccc1	2	-0.3	-3	3	-5	0.6	-2	-1	0	0.8
Cc1ccc(NC(=O)CSc2nc3[nH]c(=O)cc(O)c3s2)c(Br)c1	7	-0.2	8	-17	3	2.6	-1	-3	-16	1.8
CCn1cc(Cl)c(C(=O)Nc2nccs2)n1	0	-0.3	0	4	-5	-0.6	0	-3	-5	0.2

Next section
SMILES	DNMT1 inh	TbMetRS inhib	SUMO1 PPI mod	NRP1-CendR mod	Scp-1 inhibitor	LMPTP inh	STEP inh	MsrA act	E coli Lon inh	MsrA inh
CC(C)(C)OC(=O)N1CCN(c2ccc(NC(=O)c3ccco3)cc2)CC1	1	-0.2	6	2	-5	-0.7	3	0	-6	0.7
CN(C)c1ccc(/C=C(/C#N)C(=O)Nc2nc3c(s2)CCN(Cc2ccccc2)C3)cc1	3	-0.3	-70	141	3	14	-34	-5	i	-0.6
O=C(C(c1ccccc1)c1ccccc1)N1CCN(Cc2ccncc2)CC1	2	-2.4	-3	4	3	-1.8	2	-6	-7	0.6
Cc1ccccc1C(=O)Nc1ccc2c(C#N)c3nc4ccccc4nc3n2c1	66*	-0.5	26	-40	94*	11	-1	-7	9	0.7
CNc1ccc(C(=O)c2ccccc2C(=O)O)cc1[N+](=O)[O-]	3	-0.2	-24	-13	2	-1.1	1	-7	-9	1.7
Nc1nc(N)nc(C2C=CCCC2)n1 (stereo unspecified)	1	-0.5	0	-3	6	2.4	-2	-8	3	0.5
CCCCOC(=O)CSC1=C(C#N)C(c2ccccc2OC)C(C#N)C(=O)N1 (stereo unspecified)	2	-0.7	0	8	-4	-0.8	-1	-5	-2	2.0
O=C(Nc1cnn(C23CC4CC(CC(C4)C2)C3)c1)c1cnn2c(C(F)(F)F)cc(-c3ccco3)nc12	58*	-0.6	0	0	9	3.2	8	-7	-4	-0.7
CCN(CC)S(=O)(=O)c1ccc(C(=O)OCCN2C(=O)c3cccc4c(N5CCOCC5)ccc(c34)C2=O)cc1	6	0.1	-105	124	-16	0.3	-54	-7	2	-0.7
Cc1ccc(S(=O)(=O)N(C)CC(=O)N(C)CCOc2ccccc2)cc1	-2	0.1	2	-4	nt	-1.1	0	-3	8	0.8
COc1ccc2c(c1)OC[C@H]1[C@H]2N2C(=O)c3cc(OC)c(OC)cc3NC(=O)[C@@]2(C)[C@H]1c1ccccc1	-21	-0.4	2	-9	-9	3.0	1	5	-2	0.6
COc1ccc(NC(=O)C23CCC(C)(C(=O)O2)C3(C)C)cc1 (stereo unspecified)	0	0.0	2	7	-7	0.2	3	-3	-10	0.3
COC(=O)c1cccc(N(CC(=O)NC2CCCC2)C(=O)CCC(=O)Nc2cc(C)on2)c1	1	-0.3	-1	0	-10	-0.6	2	-1	-14	-0.1
CCN(CC)CCSc1nc(O)c(C(C)C)c(=O)[nH]1	3	-0.1	0	-1	1	-0.7	-3	-7	2	0.2
O=C(CNC(=O)c1ccc(=O)[nH]c1)Nc1ccc(F)c(F)c1	0	-0.3	6	8	2	-0.5	-1	-2	-3	-0.8
CCCNC(=O)C1(C)CCN(C(=O)c2ccccc2F)C1 (stereo unspecified)	-2	0.2	-7	6	nt	-0.8	-5	-3	-6	0.0
COC(=O)c1ccc(COC(=O)c2nn(C)c(=O)c3ccccc23)cc1	1	-0.5	-4	-1	-29	0.7	-1	-2	-3	-0.5
Cc1ccc(NC(=O)C2CCN(S(=O)(=O)c3c(C)nn(C)c3C)CC2)c(Cl)c1	1	0.0	5	8	1	-0.4	4	0	-8	-0.3
CCOc1ccccc1CN1CCN(CC2CC2)CC1CCO (stereo unspecified)	-1	-0.4	0	-1	-3	1.4	0	-3	0	2.1
O=C(Cn1cc2c(n1)CCCCC2)NCCCN1CCOCC1	3	-0.3	5	0	3	1.8	-2	-1	-3	-1.2
Cc1occc1C(=O)N1CCN(S(=O)(=O)c2ccccc2)CC1	4	-0.4	3	5	9	1.0	1	-8	9	-0.7
Cc1oc2cc(OCC(=O)O)ccc2c(=O)c1Oc1ccccc1	5	-0.2	-3	8	-2	-0.3	-1	4	-8	-0.1
Cc1[nH][nH]c(=O)c1C(c1cc(Br)ccc1O)c1c(C)[nH][nH]c1=O	-9	0.9	1	4	-10	2.5	1	-3	-3	0.1
Cc1cc2c(=O)n(NC(N)=O)c(C)nc2s1	1	-0.8	-4	-4	-12	-1.4	-2	-2	-3	-0.7
CC(C)n1c(C(F)(F)F)nc2cc(C(=O)N3CCOCC3)ccc21	-1	-0.9	1	2	-12	-0.3	0	-1	-2	0.0

Continuation:
SMILES	DNMT1 inh	TbMetRS inhib	SUMO1 PPI mod	NRP1-CendR mod	Scp-1 inhibitor	LMPTP inh	STEP inh	MsrA act	E coli Lon inh	MsrA inh
O=C(Nc1cc(C(F)(F)F)ccc1Cl)c1ccncc1	3	-0.1	1	-2	-12	-2.3	-1	-2	7	1.1
O=C(Nc1ccc2c(c1)OCCO2)C(c1cc2ccccc2o1)N1CCC(Cc2ccccc2)CC1 (stereo unspecified)	-7	0.1	1	8	nt	5.0	2	-6	-4	0.6
COc1nc(Nc2ccc([N+](=O)[O-])cc2)nc(NC(C)C)n1	-8	0.4	-15	-7	-9	0.1	0	0	0	-0.3
Cc1ccc2nc(SCC(=O)c3cc(C)n(C)c3C)[nH]c2c1	-4	-0.4	2	8	5	1.2	-6	-5	9	0.8
CC(=O)c1c(C)[nH]c(C(=O)OCC(=O)N2CC(=O)Nc3ccccc32)c1C	-1	-1.1	3	-9	-4	-0.5	6	-5	-7	1.1
O=C(NCC(c1ccco1)N1CCN(c2ccc(F)cc2)CC1)c1ccc2c(c1)OCO2 (stereo unspecified)	-2	0.3	7	-1	-7	0.7	3	-3	4	0.5
O=C(COC(=O)c1cccs1)NC1CCCC1	2	-1.2	4	4	-3	0.0	-1	-5	12	-0.4
CCn1c(C)nc2cc(C(=O)NNC(=O)Nc3cccc(Cl)c3)ccc21	4	-0.3	0	3	-3	5.4	2	-11	-4	-0.3
CCCc1nc2c(C)cc(Br)cn2c1Cc1ccccc1C(F)(F)F	11	-1.3	3	-17	nt	2.0	1	-3	-3	1.6
CCCCn1cc(SCC(=O)O)c2ccccc21	-4	-0.2	2	15	-8	-1.3	2	-2	-10	0.8

5 compounds from above, sorted by the value under MsrA act, low to high:
SMILES	DNMT1 inh	TbMetRS inhib	SUMO1 PPI mod	NRP1-CendR mod	Scp-1 inhibitor	LMPTP inh	STEP inh	MsrA act	E coli Lon inh	MsrA inh
O=C(Nc1ccc2c(c1)OCCO2)C(c1cc2ccccc2o1)N1CCC(Cc2ccccc2)CC1 (stereo unspecified)	-7	0.1	1	8	nt	5.0	2	-6	-4	0.6
Cc1ccc2nc(SCC(=O)c3cc(C)n(C)c3C)[nH]c2c1	-4	-0.4	2	8	5	1.2	-6	-5	9	0.8
O=C(NCC(c1ccco1)N1CCN(c2ccc(F)cc2)CC1)c1ccc2c(c1)OCO2 (stereo unspecified)	-2	0.3	7	-1	-7	0.7	3	-3	4	0.5
CCCCn1cc(SCC(=O)O)c2ccccc21	-4	-0.2	2	15	-8	-1.3	2	-2	-10	0.8
COc1nc(Nc2ccc([N+](=O)[O-])cc2)nc(NC(C)C)n1	-8	0.4	-15	-7	-9	0.1	0	0	0	-0.3

Source: PubChem BioAssay
